# Large T inhibition = SV40 large T antigen inhibitors, biochemical (AID 1903); SV40 large T antigen ATPase/helicase inhibition assay; higher % means a stronger effect; inhibition, % at 20 µM, or IC50 in µM where a hit was titrated; actives 0.39% (n = 310,000); in the data active = a potency from the dose series; inconclusive = inhibition mostly from about 32% at the one dose, without a potency; inactive = the rest, 99 in 100 with inhibition below about 32%; also: strong numbers were not always called active
# Salmonella PhoP GFP = PhoP-dependent GFP reporter repression – Salmonella Typhimurium, primary screen (AID 1863) | S. Typhimurium PhoP-regulated promoter GFP reporter, 4 h; higher % means a stronger effect | actives 0.16% (n = 300,000) | one-dose inhibition, % at 50 µM; IC50 in µM for titrated hits;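 active = inhibition over 29.93%, a cutoff 3 SD above the screen mean, later confirmed by dose response; inconclusive = inhibition over 29.93% but no dose response follow-up; inactive = inhibition at most 29.93% or unconfirmed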;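 also: 0% = low Mg2+ inducing control and 100% = high Mg2+ repressing control; strong numbers were not always called active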
# UTI89 phage lysis = inhibition of K1F phage lysis, E. coli UTI89, bacterial capsule biogenesis inhibitors, alamar blue (AID 488966). E. coli UTI89 K1F phage lysis, alamar blue, 2 h; higher % means a stronger effect. one-dose inhibition, % at 100 µM; IC50 in µM for titrated hits. actives 0.02% (n = 340,000);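 active = phage lysis inhibition, versus mean bacterial control, above a set limit; inconclusive = no clear call, values can overlap the other calls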;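 also: capsule biogenesis inhibitors block K1F phage lysis so surviving cells raise fluorescence; higher fluorescence means more inhibition of phage lysis; actives were called in the ten point dose series up to 300 µM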
# NTR1 ag = agonists of NTR1, primary screen, imaging, U2OS cells, beta-arrestin-GFP, high content (AID 493036). P30989. NTR1-U2OS beta-arrestin-GFP spot imaging, agonist mode. activation, % at 20 µM. actives 0.17% (n = 330,000);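 active = activation at or above 40% of the spot to cytoplasm intensity ratio, with at least 20 cells analyzed; inconclusive = wells under 20 cells, flagged as cytotoxic or low count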;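 also: 0% = DMSO without peptide and 100% = 100 nM NTR1 peptide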
# Target sequence (P30989 whole entry, looked up): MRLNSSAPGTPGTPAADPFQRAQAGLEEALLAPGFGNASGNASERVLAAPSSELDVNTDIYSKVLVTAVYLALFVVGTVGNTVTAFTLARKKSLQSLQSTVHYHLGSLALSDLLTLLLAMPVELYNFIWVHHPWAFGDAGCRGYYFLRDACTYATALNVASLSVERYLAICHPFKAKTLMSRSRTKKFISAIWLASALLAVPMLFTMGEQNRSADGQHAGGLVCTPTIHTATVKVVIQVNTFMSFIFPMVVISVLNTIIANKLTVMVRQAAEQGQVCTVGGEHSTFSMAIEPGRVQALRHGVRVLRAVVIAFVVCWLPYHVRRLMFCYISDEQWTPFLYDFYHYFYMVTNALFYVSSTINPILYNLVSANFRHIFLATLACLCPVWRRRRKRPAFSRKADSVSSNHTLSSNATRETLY
# TNAP activators = stimulation of alkaline phosphatase TNAP activity – biochemical, luminescent, no phosphate acceptor, uHTS, primary screen (AID 1001) | actives 0.03% (n = 200,000) | one-dose activation fold at 20 µM; EC50 in µM for titrated hits | purified TNAP, luminescent activation assay, no phosphate acceptor; higher activation fold means a stronger effect; in the data active = activation fold from about 3, or a potency from the dose series; inactive = the rest, 99 in 100 with activation fold below about 1.6; also: many of its hits are not listed in these tables
# T cell modulator = T cell immune modulators affecting CD8 T cell-vesicle binding. actives 0.068% (n = 330,000). calls only at 7 µM. 2C CD8+ T cell-vesicle binding, flow cytometry; active compounds read low. AID 2052;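 active = response, share of CD8 T cells binding vesicles, and their 90th percentile fluorescence all below set limits, cut at about 80% in these data, passing the limit was not always enough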
#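 Test system: purified 2C TCR transgenic mouse naive CD8+ T cells. Probe or stimulus: QL9-peptide-loaded Drosophila micro-vesicles bearing Ld, ICAM-1 and B7-1. Incubation: binding step 1.5 h, 37 °C, antibody labelling 20 min, ice. Measured by: flow cytometry of vesicle-bound cells.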
# Myeloid diff MLP = compounds promoting myeloid differentiation | actives 1% (n = 360,000) | ER-HoxA9 myeloid progenitors, lysozyme-GFP differentiation, flow cytometry | calls only at 10 µM;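 active = normalized GFP-positive differentiation at or above the plate's own cutoff, the solvent-only control mean plus 3 SD; inconclusive = no clear call, values can overlap the other calls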;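 also: cells exposed to compound for four days before flow analysis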
# RSV CPE inhibition = inhibition of RSV-induced cytopathic effect – HEp-2 cells, primary 10 µM value included (AID 2391). actives 0.13% (n = 310,000). CPE inhibition, % at 10 µM, or IC50 in µM where a hit was titrated. HEp-2 cells, RSV-induced CPE inhibition; higher % means a stronger effect; in the data active = a potency from the dose series; inconclusive = CPE inhibition mostly from about 23% at the one dose, without a potency; inactive = the rest, 99 in 100 with CPE inhibition below about 21%; also: strong numbers were not always called active
# MgcRacGAP inhibition = MgcRacGAP GTPase-activating activity inhibitors, confirmation, biochemical, ADP Hunter fluorescence | MgcRacGAP-stimulated Rac1 GTP hydrolysis, ADP Hunter fluorescence; higher % means a stronger effect; GST-tagged Rac1 F28L mutant substrate | one-dose inhibition, % at 30 µM; IC50 in µM for titrated hits | actives 0.6% (n = 340,000) | AID 624330;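 active = first-screen hits whose inhibition reached a set limit at any dose in the follow-up dose series; inconclusive = inhibition above the set first-screen limit but never retested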;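 also: fluorescence reports GDP produced by GAP-driven GTP hydrolysis; strong numbers were not always called active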
# T cell modulator vesicle-bound % = second read-out of T cell modulator, no call of its own (marks repeat the call); double positive events, %; measured here: CD8+ vesicle-bound cell fraction;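 binding gate set so that unloaded-vesicle control wells show 10% double positive cells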
# NTR1 ag cell count 20 µM = further read-out of NTR1 ag, marked with its call; cell count; measured here: cell count, cytotoxicity flag
# Myeloid diff MLP GFP+ MAC1+ % = further read-out of Myeloid diff MLP, marked with its call; GFP+ MAC1+ double positive, %; measured here: differentiation confirmed by MAC1 staining
# Active calls of the source: *; i = inactive; ? = inconclusive; / = no result given; [ ] = dose if it differs, or a comment.
SMILES,Large T inhibition,Salmonella PhoP GFP,UTI89 phage lysis,NTR1 ag,NTR1 ag cell count 20 µM,TNAP activators,T cell modulator,T cell modulator vesicle-bound %,Myeloid diff MLP,Myeloid diff MLP GFP+ MAC1+ %,RSV CPE inhibition,MgcRacGAP inhibition
O=C(N1CCOCC1)N1CCN(C(c2ccccc2)c2ccccc2)CC1,6.5%,-6.3%,-1.0%,0.8,55,1,i,52.9,i,0.9,0.7%,5.1%
Cc1nnc(N/N=C/C(C)c2ccccc2)[nH]c1=O (stereo not given),22.3%,-2.1%,0.4%,-0.7,73,/,i,57.3,i,0.5,0.4%,0.9%
CC(C)C(NC(=O)c1ccco1)C(=O)NCC(c1ccco1)N1CCCCC1 (stereo not given),8.8%,-3.5%,0.3%,-1.6,84,1.1,i,55.8,i,2.2,1.8%,4.0%
CCCOc1ccc(C2C(C(=O)/C=C/c3ccco3)=C(O)C(=O)N2CCN2CCOCC2)cc1OC (stereo not given),15.7%,-12.0%,-0.3%,1.8,55,1,i,25.9,i,0.4,0.3%,-3.9%
CS(=O)(=O)N1N=C(c2cccs2)CC1c1ccccc1 (stereo not given),20.5%,-2.0%,0.1%,-0.3,46,/,i,25.3,i,0.2,-1.1%,11.9%
COc1ccc(C2=Nc3ccccc3OC2)cc1,33.8%,-2.1%,2.4%,-2.3,89,1,i,55.2,i,1.2,0.5%,16.8%
COC(=O)C1=C(C)NC(=O)NC1c1ccc(-c2ccc(Cl)cc2)o1 (stereo not given),20.5%,-7.5%,1.1%,-1.1,30,1.1,i,41.3,i,0.1,6.3%,2.1%
N/C(COc1ccc(F)cc1)=N\NC(=O)c1cccnc1Oc1ccccc1,7.2%,-1.1%,2.2%,-1.4,69,1.1,i,24.7,i,0.5,1.8%,7.2%
O=C1CCCC(O)=C1N=Nc1c(Cl)cc(Cl)cc1Cl,10.1%,-7.9%,4.6%,-0.5,61,1.1,i,48.6,i,0.8,0.4%,8.0%
CCCCNS(=O)(=O)c1ccc(NC(=O)c2c(-c3ccccc3Cl)noc2C)cc1,15.3%,3.9%,-2.6%,2.0,89,1.1,i,7.0,i,10.0,2.3%,8.5%
O=C(NN1C(=O)NC2(CCCCC2)C1=O)c1ccc(Cl)c(Cl)c1,/,/,0.5%[50 µM],-1.1,64,/,i,10.7,i,0.5,0.4%,0.3%
CCCCNCc1cc(Cl)c(OCCC)c(OCC)c1,0.5%,-12.7%,-0.3%,-2.9,52,1.2,i,12.7,i,2.7,-1.9%,7.2%
CCOC(=O)Cc1csc(NC(=O)c2ccc(F)cc2)n1,5.8%,-5.9%,0.0%,2.6,53,/,i,19.4,/,/,8.2%,6.4%
O=C(COC(=O)c1ccc(S(=O)(=O)N2CCCC2)cc1)NCc1ccc(F)cc1,-1.9%,-5.2%,1.7%,-1.4,66,1.1,i,50.2,i,0.9,-0.5%,5.0%
O=C(CCn1cccc1)Nc1ccc(F)cc1,2.1%,-2.3%,1.3%,0.8,66,1.1,i,23.6,i,0.5,0.8%,5.2%
CCOC(=O)c1cc(S(=O)(=O)NCc2ccco2)cn1C,6.0%,-3.1%,0.3%,-0.8,57,/,i,3.8,?,/,2.4%,/
O=C(O)C1=C[C@@H](c2ccc(Br)cc2)C[C@@H](OCc2ccc(CO)cc2)O1,11.1%,-4.1%,2.0%,-0.6,70,1.1,i,29.3,i,1.7,1.0%,6.2%
CC1(C(=O)NCCc2c[nH]c3ccccc23)C=CC2(CCCCC2)N1C(=O)c1ccccc1 (stereo not given),9.5%,-4.7%,0.7%,-2.1,76,/,i,31.6,i,1.2,-0.1%,6.3%
O=C(Nc1cccc(F)c1)NC1(C(=O)N2CCOCC2)CCCCC1,26.4%,2.9%,0.0%,0.3,59,1.1,i,53.7,i,0.3,1.6%,10.0%
O=C(NCCCO)C(=O)NCC1OCCCN1S(=O)(=O)c1cccs1 (stereo not given),14.5%,-8.0%,0.1%[50 µM],0.7,66,/,i,11.0,i,0.7,-0.2%,-9.7%
Cc1cccc(Cl)c1NC(=S)N1CCN(c2ccc([N+](=O)[O-])cn2)CC1,11.3%,-6.3%,0.6%,1.0,81,/,i,29.6,i,0.7,/,5.9%
CCCCC1C(=O)CC[C@H]2[C@@H]1CC(=O)[C@@H]2C/C=C\CCCC(=O)O (stereo not given in full),9.3%,1.2%,1.3%,0.3,52,1.1,i,6.3,i,2.0,0.0%,9.1%
O=C(CSc1nc2ncc(Br)cc2[nH]1)Nc1ccc2c(c1)OCO2,5.4%,0.9%,0.8%,0.6,65,0.5,i,56.3,i,1.3,1.5%,3.9%
COc1ccc(/C=N\NC(=O)c2sc(N)nc2C)cc1OC,5.3%,-18.0%,-1.1%,1.3,101,1.1,i,45.2,i,0.3,1.5%,10.5%
COc1ccc(N2CCN(C(=O)c3cc(=O)c4cc(C)c(C)cc4o3)CC2)cc1,19.2%,-6.1%,0.2%,-1.2,40,/,i,38.9,i,0.3,2.0%,/

# Looked up by compound from the list above, five records:
SMILES,Large T inhibition,Salmonella PhoP GFP,UTI89 phage lysis,NTR1 ag,NTR1 ag cell count 20 µM,TNAP activators,T cell modulator,T cell modulator vesicle-bound %,Myeloid diff MLP,Myeloid diff MLP GFP+ MAC1+ %,RSV CPE inhibition,MgcRacGAP inhibition
COc1ccc(N2CCN(C(=O)c3cc(=O)c4cc(C)c(C)cc4o3)CC2)cc1,19.2%,-6.1%,0.2%,-1.2,40,/,i,38.9,i,0.3,2.0%,/
CC(C)C(NC(=O)c1ccco1)C(=O)NCC(c1ccco1)N1CCCCC1 (stereo not given),8.8%,-3.5%,0.3%,-1.6,84,1.1,i,55.8,i,2.2,1.8%,4.0%
O=C(Nc1cccc(F)c1)NC1(C(=O)N2CCOCC2)CCCCC1,26.4%,2.9%,0.0%,0.3,59,1.1,i,53.7,i,0.3,1.6%,10.0%
O=C(N1CCOCC1)N1CCN(C(c2ccccc2)c2ccccc2)CC1,6.5%,-6.3%,-1.0%,0.8,55,1,i,52.9,i,0.9,0.7%,5.1%
COc1ccc(C2=Nc3ccccc3OC2)cc1,33.8%,-2.1%,2.4%,-2.3,89,1,i,55.2,i,1.2,0.5%,16.8%

# Remaining list, next part
SMILES,Large T inhibition,Salmonella PhoP GFP,UTI89 phage lysis,NTR1 ag,NTR1 ag cell count 20 µM,TNAP activators,T cell modulator,T cell modulator vesicle-bound %,Myeloid diff MLP,Myeloid diff MLP GFP+ MAC1+ %,RSV CPE inhibition,MgcRacGAP inhibition
CCOC(=O)C(Cc1ccccc1)C(=O)Nc1ccc(N(CC)CC)cc1 (stereo not given),34.7%,-9.1%,3.8%,1.7,73,1.1,i,45.2,i,0.1,0.3%,93.2µM*
O=C1CN(c2ccccc2)C(=S)N1c1ccccc1,7.5%,-2.2%,-1.2%,0.0,62,/,i,71.3,i,1.4,-0.2%,-11.8%
CCOC(=O)C1=C(C)NC(=S)NC1c1ccsc1 (stereo not given),2.9%,2.1%,0.1%,-1.2,80,1.1,i,63.2,i,0.3,0.0%,6.0%
CC(OC(=O)CCc1nc(=O)c2ccccc2n1C)C(=O)NCc1ccc2c(c1)OCO2 (stereo not given),18.7%,-5.2%,-0.9%,-0.4,45,1.1,i,10.5,i,0.9,4.4%,-1.1%
CCCOC(=O)Nc1sc2c(c1C(=O)OCC)CCC2,6.5%,1.7%,0.2%,1.5,50,1.2,i,66.7,i,4.1,0.1%,10.7%
NNC(=O)c1ccc(CSc2cccc3cccnc23)cc1,8.3%,1.6%,0.2%,3.1,60,1,i,29.1,i,6.2,-0.4%,10.3%
CC1=CC(c2ccc(Cl)cc2)n2nc(NS(=O)(=O)c3ccc(C)cc3)nc2N1 (stereo not given),26.9%,-8.4%,-0.5%,6.7,50,1,i,23.4,i,0.7,0.7%,4.9%
CCN1CCN(c2cc(C)c3cc(NC(=S)NCCCN4CCc5ccccc5C4)ccc3n2)CC1,18.4%,-2.1%,2.5%[50 µM],-0.4,55,1.3,i,46.6,i,0.2,-1.8%,31.5%
O=C(CSCc1ccc(F)cc1)NCc1ccc2c(c1)OCO2,7.0%,-1.1%,-0.3%,1.6,57,1.1,i,31.1,i,0.3,0.6%,0.1%
COc1ccc(NC(=O)NCCc2cccc(Cl)c2)cc1OC,7.7%,5.5%,0.1%,0.4,83,1.1,i,61.4,i,0.7,1.8%,11.4%
Cc1occc1C(=O)Nc1nnc(-c2cccs2)s1,2.7%,0.0%,0.2%,2.9,95,1.1,i,56.9,i,0.1,1.6%,10.4%
O=C1c2ccccc2C(=O)N1OCCOCCOCCON1C(=O)c2ccccc2C1=O,2.3%,-5.9%,1.1%,1.8,75,1.1,i,19.9,i,3.2,1.8%,-1.1%
CCOC(=O)c1cnc(-n2cc(C)cn2)nc1Nc1ccccc1OCC,-0.6%,1.3%,1.2%,34.6,67,1,i,10.9,i,0.4,3.4%,1.1%
COc1cc(C(=O)N2CCN(S(=O)(=O)c3cccs3)CC2)cc(OC)c1C,5.8%,-4.2%,-0.4%,-0.1,47,1,i,38.1,i,0.4,-1.4%,10.4%
CCOC(=O)N1[C@@H]2C=C(C)[C@@H]2[C@@H]2[C@@H](C)C(=O)N21,61.0%,-6.1%,3.9%[50 µM],0.6,73,1.1,i,51.9,i,0.1,2.8%,9.2%
COc1ccc(NC2=CC(=O)CC(C)(C)C2)cc1,6.0%,10.4%,0.1%,2.4,81,/,i,62.4,i,0.8,2.5%,10.8%
Cc1onc(C(=O)N2CCN(Cc3ccccc3)CC2)c1[N+](=O)[O-],11.4%,4.5%,-0.8%,0.9,56,1.1,i,57.2,i,2.2,2.3%,5.1%
O=C1CCN(S(=O)(=O)c2ccc(Cl)cc2)CC1,21.7%,2.5%,0.0%,0.2,66,/,i,23.8,i,1.1,0.9%,4.3%

# Screening data as filed in PubChem.

# Compounds as they come; about 2.3% have a hit in one of these screens.
